APP 5UTR inh – APP translation inhibition | SH-SY5Y APP 5'UTR-luciferase reporter, luminescence | inhibition, % at 2 µM | 0.82% of 190,000 active | AID 1285;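 active = inhibition above a set limit, derived from the sample mean plus 3 SD, cut at about 45% in these data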; also: values of inactives mirror those of a sister screen read the other way
FLuc inh counter – inhibits firefly luciferase, flagging false hits in luciferase inhibition screens. 1.5% of 200,000 active. P08659. AID 1006. ATPLite firefly luciferase biochemical luminescence, 10 min. inhibition, % at 10 µM;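 active = inhibition above about 50% when tested at 10 µM, limit read from the data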
Target sequence (P08659 whole entry, looked up): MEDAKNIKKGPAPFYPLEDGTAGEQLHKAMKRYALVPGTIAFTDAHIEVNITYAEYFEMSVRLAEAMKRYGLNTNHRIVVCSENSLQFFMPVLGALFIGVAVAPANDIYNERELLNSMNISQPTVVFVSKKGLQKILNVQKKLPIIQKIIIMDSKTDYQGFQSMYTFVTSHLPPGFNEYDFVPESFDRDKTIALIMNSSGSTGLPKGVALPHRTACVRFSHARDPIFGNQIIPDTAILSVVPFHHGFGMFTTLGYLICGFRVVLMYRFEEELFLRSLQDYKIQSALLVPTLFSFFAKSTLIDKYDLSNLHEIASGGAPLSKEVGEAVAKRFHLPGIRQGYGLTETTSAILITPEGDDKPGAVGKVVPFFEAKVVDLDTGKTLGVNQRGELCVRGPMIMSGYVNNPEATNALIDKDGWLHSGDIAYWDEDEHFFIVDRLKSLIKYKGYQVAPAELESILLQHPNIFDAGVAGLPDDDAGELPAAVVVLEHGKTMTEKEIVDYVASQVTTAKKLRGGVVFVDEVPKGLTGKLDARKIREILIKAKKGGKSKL
RAM network inh – blocks the yeast RAM network; S. cerevisiae dse1pr::URA3 reporter, 5-FOA growth OD615, 2 d; analog-sensitive cbk1-as2 kinase mutant strain; AID 868; 1.8% of 190,000 active; inhibition, % at 50 µM;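 active = inhibition above a set limit, 3 SD over mean compound inhibition, cut at about 8.4% in these data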;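 also: 0% = DMSO-only wells with no growth and 100% = 10 µM 1-NA-PP1 full growth; inhibition rescues growth on 5-FOA so higher OD means more RAM inhibition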
APP 5'UTR act – activates APP 5'UTR luciferase reporter. 1% of 190,000 active. activation, % at 2 µM. SH-SY5Y APP 5'UTR luciferase reporter, luminescence; zero percent = DMSO vehicle wells. AID 1276;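 active = activation above a set limit, based on mean plus 3 SD of controls, cut at about 140% in these data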; also: values of inactives mirror those of a sister screen read the other way
STAT3 activator – activators of IL-6 induced STAT3 signaling; U3A cells, IL-6 STAT3-luciferase reporter, luminescence; 100% = signal with IL-6 EC80 alone; activation (% of control), % at 5.6 µM; 0.91% of 190,000 active;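 active = activation above the screen-wide mean of compound activation plus 3 SD, cut at about 130% in these data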;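 also: 0% = background luminescence of wells with medium and substrate only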
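Material: STAT3-luciferase reporter U3A cells. Controls: IL-6-treated wells, 100% activation. Read-out: % activation versus median of IL-6-stimulated wells. Probe or stimulus: IL-6 stimulus at 33 ng/mL final. Timing: compound 1 h, then IL-6 6 h at 37 °C. Signal: reporter luminescence signal.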
STAT3 blocker – reduces IL-6 driven STAT3 reporter signal; U3A cells, IL-6 STAT3-luciferase reporter, luminescence; host cell line lacks STAT1; AID 862; 0.89% of 190,000 active; inhibition, % at 5.5 µM;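 active = inhibition above the mean inhibition across all screened compounds plus 3 SD, cut at about 44% in these data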;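 also: 0% = DMSO only wells and 100% = 100 µM nifuroxazide control wells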
STAT1 inh – inhibitors of IFN-gamma induced STAT1 signaling | NIH 3T3 STAT1-luciferase reporter, luminescence | inhibition, % at 5.5 µM | 0.35% of 200,000 active;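 active = inhibition above a set limit, the mean inhibition across all tested compounds plus 3 SD, cut at about 34% in these data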;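 also: 0% = IFN-gamma with DMSO and 100% = IFN-gamma with 300 µM nifuroxazide; values of inactives mirror those of a sister screen read the other way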
Hsp70 act – transcriptional activators of Hsp70. HeLa Hsp70 promoter luciferase reporter, luminescence; scaled: vehicle 0, proteasome-inhibitor control 100%. activation, % at 10 µM. 0.04% of 200,000 active. AID 1203;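 active = activation above the mean across all tested compounds plus 3 SD, cutoff set per campaign, cut at about 5.5% in these data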;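 also: 100% = MG132 at 30 µM as the positive control and 0% = DMSO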
NF-kB neuron act – raises NF-kB expression in human neuronal cells. NF-kB reporter expression; active compounds read high. fold change at 12.5 µM. 1.6% of 190,000 active; in the data active = fold change above about 3.3
STAT1 act – increases IFN-gamma driven STAT1 reporter signal. NIH 3T3 STAT1-luciferase reporter, luminescence; 100% = IFN-gamma alone, no compound. AID 932. 2.6% of 200,000 active. activation (% of control), % at 5.5 µM;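 active = activation above the screen-wide mean activation plus 3 SD, cut at about 130% in these data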;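 also: raw ratio to IFN-gamma control signal so 100% means no change and 0% no light; values of inactives mirror those of a sister screen read the other way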
Starred values were filed as active, the others as inactive.

SMILES	APP 5UTR inh	FLuc inh counter	RAM network inh	APP 5'UTR act	STAT3 activator	STAT3 blocker	STAT1 inh	Hsp70 act	NF-kB neuron act	STAT1 act
CC(C)(C)n1ncc2c(=O)n(CC(=O)NCc3ccccc3)cnc21	-168	34	0.1	168*	105	-2	-55	-0.2	3	149*
Cc1ccccc1C(C(=O)NC1CCCCC1)N(C(=O)c1ccccn1)c1cccnc1 (stereo unspecified)	-7	-8	2.8	7	107	-1	-1	-0.2	1.3	99
O=C(CSc1ncccn1)N/N=C/c1cccc([N+](=O)[O-])c1	-5	-5	2.3	5	99	3	16	-0.3	1.5	86
COCCn1nnnc1C(c1ccc2ncccc2c1)N1CCN(c2ccccc2F)CC1 (stereo unspecified)	14	1	1.8	-14	95	12	-1	-0.3	0.89	101
Cc1cc(C)cc(NC(=O)c2ccc(Cn3nc(C)c(Cl)c3C)o2)c1	-16	-4	4.4	16	97	5	3	-0.5	0.7	91
O=C(NC(=S)Nc1cccc2ncccc12)c1cccs1	-24	2	1.5	24	86	22	7	-0.1	1	93
O=C(CN(c1cccc([N+](=O)[O-])c1)S(=O)(=O)c1ccccc1)N(Cc1ccccc1)Cc1ccccc1	-16	2	8.6*	16	96	5	3	-0.3	0.44	97
COc1ccc(Br)cc1CNc1ccc(S(N)(=O)=O)cc1	1	-4	1.6	-1	93	11	14	-0.3	0.96	88
Nc1c(C(=O)OCC2CCCO2)c2nc3ccccc3nc2n1C1CCCC1 (stereo unspecified)	-13	-6	1.2	13	110	-8	11	-0.1	0.78	90
Cc1ccc(SCc2cc(=O)n3[nH]c(C)nc3n2)cc1	-34	12	0.3	34	94	11	1	-0.1	1.1	99
O=C(Nc1nc(-c2cccs2)c(-c2cccs2)s1)C1(c2ccccc2)CC1	-12	0	1.3	11	108	-6	-14	-0.4	1.1	112
O=C(COC(=O)/C=C/c1ccc(Cl)cc1Cl)Nc1cc(C(F)(F)F)ccc1N1CCOCC1	7	-4	-0.4	-7	98	3	-6	-0.2	1	105
COc1cc(S(=O)(=O)NCC2OCCc3ccccc32)ccc1-n1cnnn1 (stereo unspecified)	7	-3	1.4	-7	98	8	10	-0.5	1	90
Cn1cccc1C(C#N)c1ncc(C(F)(F)F)cc1Cl (stereo unspecified)	-4	-1	0.1	4	104	0	31	0.1	0.99	69
Cc1ccccc1NC(=O)c1sc(Cl)nc1-c1ccccc1	5	-3	0.1	-5	100	6	-1	0.0	0.91	101
CCNC(=S)NNC(=O)c1cccs1	-13	-8	1.3	13	98	4	-8	-0.2	0.99	107
Cc1ccc2c(CC(=O)NCC3COc4ccccc4O3)coc2c1 (stereo unspecified)	-5	-4	-0.7	5	105	-1	-2	-0.2	1.4	103
CC(=O)Nc1cccc(OC(=O)N2CCOCC2)c1	-4	4	2.6	4	99	5	2	-0.2	1.4	98
COc1ccc(OC)c(C(=O)c2coc3ccc(OC)cc23)c1	4	-3	0.7	-4	97	4	8	0.0	0.9	93
O=C(/C=C/NNC(=O)c1ccccc1)c1ccc([N+](=O)[O-])cc1	-7	8	0.0	7	95	8	-8	-0.1	1.1	106
COc1cc(C(=O)NC2CC(C)(C)NC(C)(C)C2)cc(OC)c1OC	9	-5	-1.1	-9	97	9	-3	-0.2	1.2	100
CC(C)(C)c1ccc(-n2nc(C#N)c(Cl)cc2=O)cc1	94*	0	1.3	-94	105	-3	10	16*	0.12	90
O=C(Nc1ccc2c(c1)OCO2)c1cnn2cccnc12	-101	28	3.0	101	94	11	-33	0.2	3.2	130*
Cc1ccc(Cl)cc1N1CCN(C(=O)Cn2ccc3ccccc3c2=O)CC1	7	-6	2.0	-7	78	31	5	-0.3	1.1	96
N#Cc1nc(COc2ccc(-c3ccccc3)cc2)oc1NCCCN1CCOCC1	-8	-3	-0.1	8	90	19	3	-0.6	0.95	97
O=C(Nc1ccc(Oc2ccc(Cl)cc2)cc1)c1ncn[nH]1	4	-1	7.8	-4	92	14	-13	0.1	1.1	110
CC(=O)c1c(C(C)=O)c(C)n(-c2ccc(O)cc2)c1C	-2	-3	1.2	2	96	4	2	-0.4	1	98
COc1ccc(-c2csc(NC(=O)c3ccco3)n2)cc1	-137	16	4.3	137*	98	6	-61	0.3	4.2*	153*
COc1ccc(CCNC(=O)Cc2nn(C)c(=O)c3ccccc23)cc1OC	-5	-8	2.0	5	94	11	14	-0.3	0.89	87
CCCCN1c2cc(C)c(O)cc2C(C(=O)OCC)C1C (stereo unspecified)	-17	-4	4.8	17	99	4	4	-0.1	1.3	96
CCOc1ccc2nc(NC(=O)CN3CCN(C)CC3)sc2c1	-12	8	0.9	12	111	-9	-14	-0.1	1.5	113
CCOc1ccccc1Nc1nc(-c2sc(NC(=O)c3ccccc3)nc2C)cs1	-6	-8	5.5	6	96	12	2	-0.4	1.3	99
CCOC(=O)N1CCN(C(=O)C2CC(c3ccc(F)cc3)=NO2)CC1 (stereo unspecified)	14	-4	0.8	-14	104	0	3	-0.2	0.98	97
O=C(CSc1nc2ccccc2c(=O)n1CCCC(=O)N1CCCC1)NCc1ccco1	-8	-9	1.1	8	94	12	14	-0.1	1	88
C=CCNC(=S)N(Cc1ccccc1)Cc1ccc(F)cc1	-12	-4	1.0	12	102	5	-1	-0.1	1.3	99
CN(C)CCCN(Cc1cc2cc3c(cc2[nH]c1=O)OCO3)C(=S)Nc1ccccc1	-1	-5	1.1	1	102	2	-1	-0.6	0.93	99
CCCCn1c(N)c(N(CCC(C)C)C(=O)COC(=O)c2ccccc2)c(=O)[nH]c1=O	5	-5	0.5	-5	143*	-54	11	-0.3	0.92	88
CCc1nnc(NC(=O)c2cccc(S(=O)(=O)N(C)c3ccc(OC)cc3)c2)s1	4	-7	2.5	-3	99	4	14	-0.2	1.2	86
CC(=O)N1CCN(C(=S)NC(=O)c2c(-c3ccccc3Cl)noc2C)CC1	-12	1	-0.3	11	96	12	-6	-0.2	1	104
COc1ccc(CN(C)CC(=O)Nc2ccccc2C(F)(F)F)c(OC)c1	1	-6	2.7	-1	102	2	2	0.0	1	99

Arranged by value in STAT1 inh (falling): some entries from above.
| Molecule | STAT1 inh |
| --- | --- |
| COc1ccc(Br)cc1CNc1ccc(S(N)(=O)=O)cc1 | 14 |
| O=C(NC(=S)Nc1cccc2ncccc12)c1cccs1 | 7 |
| CCCCN1c2cc(C)c(O)cc2C(C(=O)OCC)C1C (stereo unspecified) | 4 |
| COc1ccc(CN(C)CC(=O)Nc2ccccc2C(F)(F)F)c(OC)c1 | 2 |
| CCNC(=S)NNC(=O)c1cccs1 | -8 |

(further entries)
SMILES	APP 5UTR inh	FLuc inh counter	RAM network inh	APP 5'UTR act	STAT3 activator	STAT3 blocker	STAT1 inh	Hsp70 act	NF-kB neuron act	STAT1 act
CCSc1nnc(N(CCC#N)CCC#N)s1	-3	-6	1.8	3	93	9	-8	0.4	1.2	108
O=C(CSc1nnc(COc2cccc3ccccc23)o1)N1CCN(C(=O)c2ccco2)CC1	-9	-4	3.2	9	99	4	-4	0.4	1.4	103
Cc1cc(C)cc(N2C(=O)c3nccnc3C2=O)c1	-4	-4	0.8	4	104	-8	1	0.2	1	99
Cc1ccc(OCCNC(=O)C2CC(=O)N(c3ccc(C)cc3)C2)cc1 (stereo unspecified)	-5	-6	2.5	5	102	-1	7	-0.5	1.3	94
COc1ccc(OCC(=O)NC2CC(C)(C)NC(C)(C)C2)cc1	-15	-4	1.4	15	103	3	1	0.0	0.66	100
Cc1cc(C)nc(-n2nc(C)c(Sc3ccc(F)cc3)c2N)n1	-165	-1	7.2	165*	125	-28	-33	0.3	3	131*
O=C(/C=C\c1ccco1)Nc1cc([N+](=O)[O-])ccc1F	94*	-2	2.0	-94	126	-28	-12	1.2	1.1	111
Cc1ccc(-c2c[n+](CC(=O)OCc3ccccc3)c3n2CCC3)cc1	-23	-2	-0.3	23	105	-5	-2	-0.3	1.1	101
CC(C)CNC(=O)/C=C/C(=O)O	-4	1	3.4	4	103	5	1	-0.2	1.2	97
OC1(C2(O)CC(c3ccccc3)ON2)CCCCC1 (stereo unspecified)	-11	-6	2.6	11	104	2	2	-0.2	1.2	99
COc1ccc(N2C(=O)CC(S/C(N)=N/N=C/c3ccnc4ccccc34)C2=O)cc1 (stereo unspecified)	2	-3	1.5	-2	98	0	1	-0.1	0.81	99
CCn1c(CSc2nc3ccccc3s2)nnc1SCC(=O)NCC(=O)OC	10	-2	1.0	-10	104	3	-4	-0.2	1	104
CCCc1nn(C)c(C(=O)Nc2cccc(Cl)c2)c1Cl	-49	1	2.7	49	79	28	-21	-0.4	0.51	119
COc1ccc(NC(=O)CSc2nccc(C)n2)cc1	2	-6	0.6	-2	101	2	4	-0.2	1.1	95
Cc1nn(Cc2ccc([N+](=O)[O-])cc2)c(=O)n1-c1ccccc1	2	2	0.0	-2	97	14	2	-0.3	0.94	98
CN(C(=O)COC(=O)COc1ccccc1F)C1CCS(=O)(=O)C1 (stereo unspecified)	6	-7	-0.1	-7	96	9	-1	-0.1	0.91	101
CCCN1Cc2cccc(C(=O)NCc3ccccc3OC)c2C1=O	-9	-4	1.1	9	100	6	1	0.0	0.97	99
CC(=O)Nc1ccc(-c2csc(Nc3cccc(C)n3)n2)cc1	-168	-6	-0.7	168*	97	9	-66	0.1	6.2*	160*
O=c1c(Cl)c(NCc2ccc(F)cc2Cl)cnn1C12CC3CC(CC(C3)C1)C2	8	6	6.9	-8	96	4	6	-0.5	1.3	94
N=c1c2cn[nH]c2nc(SCC(=O)c2ccc(Br)cc2)n1-c1ccc(Br)cc1	16	-8	1.2	-16	103	-1	-7	-0.3	0.89	105
O=S(=O)(c1ccc(-c2csc(-c3cccnc3)n2)cc1)N1CCCCC1	0	-1	3.6	0	83	22	-18	-0.6	0.69	116
COc1ccc(NCc2nn(CC(=O)c3ccc(Br)cc3)c3[n+]2CCCCC3)cc1	-2	-4	0.6	2	96	5	-10	-0.2	0.97	110
Cc1n[nH]c(C)c1C(=O)CC1(O)C(=O)N(CCc2ccccc2)c2ccc(Br)cc21 (stereo unspecified)	-15	-7	1.2	15	96	8	-2	-0.3	0.76	102
CCOC(=O)C1(Cc2cccc(OC)c2)CCCN(Cc2cc(C(C)C)n[nH]2)C1 (stereo unspecified)	7	-4	1.0	-7	107	-3	3	-0.1	0.89	96
CCOC(=O)Nc1nc(-c2ccc(F)cc2F)cs1	-36	0	1.8	36	96	4	-28	-0.1	2.1	127
CCOC(=O)c1[nH]c2c(c1C)C(=O)CC(c1ccc(F)cc1)C2 (stereo unspecified)	92*	-3	1.9	-93	102	-3	-4	0.1	1.1	104
CCOc1ccc(Nc2cc(C)nc(-n3nc(C)cc3C)n2)cc1	96*	-4	0.2	-96	106	-3	4	0.1	2.1	96

Some of these compounds in order of heavy-atom count, highest first:
SMILES	APP 5UTR inh	FLuc inh counter	RAM network inh	APP 5'UTR act	STAT3 activator	STAT3 blocker	STAT1 inh	Hsp70 act	NF-kB neuron act	STAT1 act
Cc1n[nH]c(C)c1C(=O)CC1(O)C(=O)N(CCc2ccccc2)c2ccc(Br)cc21 (stereo unspecified)	-15	-7	1.2	15	96	8	-2	-0.3	0.76	102
CCOc1ccc(Nc2cc(C)nc(-n3nc(C)cc3C)n2)cc1	96*	-4	0.2	-96	106	-3	4	0.1	2.1	96
CCOC(=O)Nc1nc(-c2ccc(F)cc2F)cs1	-36	0	1.8	36	96	4	-28	-0.1	2.1	127

Assay outcomes from PubChem.
